CHRM1 PAM = human M1 muscarinic receptor positive allosteric modulators, primary screen, CHO-K1 cells, Fluo-8 calcium fluorescence, 1536-well. Muscarinic acetylcholine receptor M1 (Homo sapiens), P11229. CHO-K1 hM1, ACh EC20; 0% = ACh EC20, 100% = maximal ACh. activation, % at 3 µM. 0.088% of 360,000 active. AID 588819, 2011; in the data active means activation above about 19%, passing the limit was not always enough
CHRM4 antagonist = human M4 muscarinic receptor antagonists, primary screen, CHO cells, Fluo-8 calcium fluorescence; Muscarinic acetylcholine receptor M4 (Homo sapiens), P08173; CHO-hM4 cells, ACh EC80; inhibition, % at 3 µM; 0.73% of 360,000 active;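 active means inhibition above its plate's cutoff, the mean inhibition of sample wells plus 3 SD, cut at about 27% in these data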;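 further: 0% = acetylcholine EC80 with DMSO and 100% = DMSO without agonist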
CHRM1 antagonist = human M1 muscarinic receptor antagonists, primary screen, CHO-K1 cells, Fluo-8 calcium fluorescence, 1536-well; 1.3% of 360,000 active; Muscarinic acetylcholine receptor M1 (Homo sapiens), P11229; inhibition, % at 3 µM; CHO-K1 hM1, ACh EC80 antagonist;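 active means percent inhibition above its own plate's cutoff, namely the mean of that plate's compound wells plus 3 SD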;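 further: peak over basal fluorescence ratio during 140 s after agonist addition; 0% = ACh EC80 plus DMSO and 100% = DMSO alone without agonist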
M5 ag = human M5 muscarinic receptor agonists, primary screen, CHO-K1 cells, Fluo-8 calcium fluorescence. Muscarinic acetylcholine receptor M5 (Homo sapiens), P08912. CHO-K1 hM5 cells; 0% DMSO wells, 100% maximal acetylcholine response. activation, % at 3 µM. 0.19% of 360,000 active;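 active means activation above the run's mean over test compounds plus 3 SD, cut at about 23% in these data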;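 further: signal is peak over basal fluorescence ratio across the kinetic read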
Target sequence (P08912 whole entry, looked up): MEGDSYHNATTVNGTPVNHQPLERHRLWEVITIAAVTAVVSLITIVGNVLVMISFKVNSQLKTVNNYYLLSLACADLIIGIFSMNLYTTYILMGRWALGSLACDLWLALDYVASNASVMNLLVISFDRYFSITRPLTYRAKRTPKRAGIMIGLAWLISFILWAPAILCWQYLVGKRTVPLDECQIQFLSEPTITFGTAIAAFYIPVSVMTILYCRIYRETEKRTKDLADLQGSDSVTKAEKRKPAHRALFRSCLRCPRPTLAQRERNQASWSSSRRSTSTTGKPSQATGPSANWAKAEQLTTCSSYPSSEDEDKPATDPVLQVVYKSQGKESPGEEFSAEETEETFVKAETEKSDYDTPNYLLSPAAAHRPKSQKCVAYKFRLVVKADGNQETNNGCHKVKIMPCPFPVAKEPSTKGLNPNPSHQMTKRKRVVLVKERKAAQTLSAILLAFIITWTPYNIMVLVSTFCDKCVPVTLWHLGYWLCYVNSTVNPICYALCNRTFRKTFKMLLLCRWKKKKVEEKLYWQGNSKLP
M5 antag = human M5 muscarinic receptor antagonists, primary screen, CHO cells, Fluo-8 calcium fluorescence; 0.59% of 360,000 active; AID 624040, 2012; CHO-hM5 cells, ACh EC80; inhibition, % at 3 µM; Muscarinic acetylcholine receptor M5 (Homo sapiens), P08912;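 active means inhibition above a per-plate cutoff, the mean of that plate's test compounds plus 3 SD, cut at about 27% in these data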;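 further: 0% = acetylcholine EC80 with DMSO and 100% = DMSO without agonist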
CHRM4 agonist = human M4 muscarinic receptor agonists, primary screen, CHO-K1 cells, Fluo-8 calcium fluorescence | CHO-K1 hM4/Gqi5; vehicle 0%, full acetylcholine response 100% | activation, % at 3 µM | 0.14% of 360,000 active | AID 624127, 2012;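 active means activation above the run mean over all test wells plus 3 SD, cut at about 32% in these data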;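 further: peak over basal fluorescence ratio per well then scaled between controls; 0% = DMSO wells and 100% = acetylcholine at EC100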
CHRM1 agonist = human M1 muscarinic receptor agonists, primary screen, Fluo-8 calcium fluorescence, CHO-K1 cells, HTS | CHO-K1 hM1, agonist mode; 0% DMSO, 100% acetylcholine EC100 | 0.33% of 360,000 active | activation, % at 3 µM | Muscarinic acetylcholine receptor M1 (Homo sapiens), P11229;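 active means activation above the run's mean compound activation plus 3 SD, cut at about 16% in these data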;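 further: peak over basal fluorescence ratio within a 140 s kinetic read after compound addition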
TAAR1 ag = human TAAR1 agonists, primary screen, Fluo-8 calcium fluorescence, CHO RD-HGA16 cells; Trace amine-associated receptor 1 (Homo sapiens), Q96RJ0; vehicle wells 0%, saturating PEA agonist 100%; activation, % at 3 µM; 0.99% of 360,000 active; AID 624467, 2012;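 active means activation above the mean activation of all test compounds in the run plus 3 SD, cut at about 38% in these data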
Target sequence (Q96RJ0 whole entry, looked up): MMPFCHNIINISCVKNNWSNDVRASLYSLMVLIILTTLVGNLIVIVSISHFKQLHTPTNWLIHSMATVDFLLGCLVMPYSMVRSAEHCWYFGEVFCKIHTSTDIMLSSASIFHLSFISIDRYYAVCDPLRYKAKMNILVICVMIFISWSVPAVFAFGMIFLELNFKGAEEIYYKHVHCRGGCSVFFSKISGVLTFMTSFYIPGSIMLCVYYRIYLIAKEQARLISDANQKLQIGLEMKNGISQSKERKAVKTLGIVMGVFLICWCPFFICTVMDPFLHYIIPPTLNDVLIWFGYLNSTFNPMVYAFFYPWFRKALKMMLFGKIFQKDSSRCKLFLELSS
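test system = CHO RD-HGA16 cells carrying human TAAR1 plus Gα16 | schedule = 17-24 h seeding, 75 min 37 °C dye, 30 min RT | compound dosing = 3 µM single concentration | control set = DMSO and PEA EC100 | replicates = n 1 | signal = Fluo-8 fluorescence, 5 s baseline then 140 s kinetic read | measure = percent activation vs PEA EC100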
M5 PAM = human M5 muscarinic receptor positive allosteric modulators, primary screen, CHO-K1 cells, Fluo-8 calcium fluorescence; CHO-K1 hM5, ACh EC20 PAM; 0% = ACh EC20, 100% = ACh EC100; activation, % at 3 µM; 0.3% of 360,000 active;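 active means activation above the run cutoff, the mean activation of all test compounds plus 3 SD, cut at about 18% in these data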
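Test system: CHO-K1 hM5 cells / Doses: single-point, 3 µM nominal / Times: Post-acetylcholine fluorescence recording 140 s / Technique: Fluo-8 calcium fluorescence / Measure: Max/basal fluorescence ratio as % of EC20–EC100 ACh window / Benchmarks: low control EC20 acetylcholine (0%), high control EC100 acetylcholine (100%) / Replicates: one well per compound, no replicates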
An asterisk follows results filed as active; · = no result given. These rows are one share of the data; the hit share may differ from the screen's.

Results follow in this order: CHRM1 PAM	CHRM4 antagonist	CHRM1 antagonist	M5 ag	M5 antag	CHRM4 agonist	CHRM1 agonist	TAAR1 ag	M5 PAM
1: CC(=O)NC12CC3CC(C1)CC(C(=O)OCC(=O)Nc1ncc(Cl)c(C)c1Cl)(C3)C2
    8	10	-6	-1	2	1	0	1	0
2: O=C(Nc1ccccc1)c1cc(C2CCCCN2C(=O)c2ccc3c(c2)CCO3)on1 (stereo unspecified)
    14	-24	-10	2	-5	9	4	2	-5
3: C#CCOCCOCCOCCNc1nc(N2CCN(C(=O)[C@H]([C@@H](C)CC)n3cc([C@@H](N)Cc4ccc(O)cc4)nn3)CC2)nc(N2CCN(C(=O)[C@H](Cc3cc4ccccc4[nH]3)n3cc([C@@H](N)CC(C)C)nn3)CC2)n1
    -2	4	1	0	6	0	-9	·	1
4: N#Cc1ccccc1OCCOCCNC1CCCC1
    3	9	-1	-7	5	1	-9	3	-2
5: CCNc1nc(Cl)nc(N(NC(C)=O)C(C)CC)n1 (stereo unspecified)
    10	-1	-13	-1	-1	0	-2	15	1
6: CC(=O)c1sc(N/N=C\c2ccc(N(C)C)cc2)nc1C
    4	18	-10	-4	14	1	-5	1	-7
7: C=CCCC(=O)N1C[C@H]2CON(C)[C@H]2C[C@H]1c1ccc(Br)cc1
    5	-19	-14	1	-3	1	2	0	-2
8: CC(=O)N1CCN(S(=O)(=O)c2ccc(C)cc2)C1c1ccc(N(C)C)cc1 (stereo unspecified)
    -1	-8	5	-8	6	0	-3	14	8
9: O=C(O)C(=O)/C(=C\c1ccc([N+](=O)[O-])cc1)c1ccc2ccccc2n1
    -4	6	22	-4	10	9	2	5	-8
10: COc1ccc(NC(=O)c2cc(OC)c(OC)c(OC)c2)cn1
    -4	-1	0	0	-4	1	-5	2	4
11: O=C(NNC1CC(=O)N(c2cccc(Cl)c2)C1=O)c1cccs1 (stereo unspecified)
    5	-14	-9	0	-5	1	-6	1	-2
12: CSc1ccc(NC(=O)C2(C)CCN2C(=O)c2ccccc2CCc2ccccc2)cc1 (stereo unspecified)
    0	-11	-7	-2	1	0	-4	-1	-9
13: COc1ccccc1NC(=O)c1cnc(SCC(=O)NCC2CCCO2)n(C)c1=O (stereo unspecified)
    4	-2	-3	1	2	5	-6	3	1
14: Cn1c(CC(=O)Nc2ccc(F)cc2)nnc1SCC(=O)NC1CCCCC1
    12	-4	-16	-3	-1	0	-3	2	2
15: Cc1cccc(N2CCN(Cc3cnc(Cl)s3)CC2C)c1 (stereo unspecified)
    3	-3	5	-4	-9	4	-6	1	5
16: COc1ccc(NC(=O)c2cc3ccc4c5ccccc5[nH]c4c3cc2O)cc1
    19	1	-13	-3	1	0	0	-1	0
17: CN(CC(=O)Nc1ccc(Cl)cc1)C(=O)CNC(=O)Cc1cccc2ccccc12
    6	2	-8	-1	3	1	-5	4	0
18: CCNC(=O)C(C)Oc1ccc(Cl)cc1Cl (stereo unspecified)
    0	5	7	0	3	8	-6	-2	3
19: COc1ccc(-c2cccc3c2C2CC3CCN2C(=O)OCc2ccccc2)cc1 (stereo unspecified)
    0	-10	-5	-1	5	0	-1	1	-7
20: CC(C)CN(C(=O)CCCc1nc2ccccc2c(=O)[nH]1)c1c(N)n(Cc2ccccc2)c(=O)[nH]c1=O
    8	-3	-3	-2	0	0	-3	0	1

Full records, quoted from the list. Screens in order: CHRM1 PAM, CHRM4 antagonist, CHRM1 antagonist, M5 ag, M5 antag, CHRM4 agonist, CHRM1 agonist, TAAR1 ag, M5 PAM
Results for `CC(C)CN(C(=O)CCCc1nc2ccccc2c(=O)[nH]1)c1c(N)n(Cc2ccccc2)c(=O)[nH]c1=O` → 8, -3, -3, -2, 0, 0, -3, 0, 1
Results for `Cc1cccc(N2CCN(Cc3cnc(Cl)s3)CC2C)c1` (stereo unspecified) → 3, -3, 5, -4, -9, 4, -6, 1, 5
Results for `CSc1ccc(NC(=O)C2(C)CCN2C(=O)c2ccccc2CCc2ccccc2)cc1` (stereo unspecified) → 0, -11, -7, -2, 1, 0, -4, -1, -9

Later entries.
Results follow in this order: CHRM1 PAM	CHRM4 antagonist	CHRM1 antagonist	M5 ag	M5 antag	CHRM4 agonist	CHRM1 agonist	TAAR1 ag	M5 PAM
21: CCOc1ccc(C(=O)Nc2cccc(-c3cc4ccccc4oc3=O)c2)cc1[N+](=O)[O-]
    5	1	-26	-4	16	1	-3	8	-13
22: CCn1c(SCC(=O)NNC(=O)c2ccc(OC)cc2)nnc1C1CC1
    11	5	-15	-3	9	2	0	2	-2
23: CCCCN1C(=O)C(O)=C(C(C)=O)C1c1ccccc1[N+](=O)[O-] (stereo unspecified)
    15	-7	-5	-3	5	1	-7	2	4
24: Nc1c(Nc2ccccc2)c2ccccc2oc1=O
    10	-8	-4	3	-14	2	-1	6	0
25: O=C(NCc1ccccc1CN1CCCC1)c1cc2cc(Cl)ccc2o1
    -9	8	19	-6	2	0	-8	0	1
26: COc1ccc2c(CC(=O)OCC(=O)Nc3cccc(C)c3)coc2c1
    7	-18	-4	-4	3	1	-3	0	5
27: O=C1c2ccccc2C(=O)N1CCN1CCCCC1
    3	6	-1	-2	-9	0	-4	2	-1
28: COC(=O)c1cn(CC(=O)Nc2ccc(F)cc2)c2ccccc12
    -1	-7	7	-1	8	4	-4	3	-6
29: COc1ccc(S(=O)(=O)NCCN2CCNC2=O)cc1OC
    4	-4	-10	-2	-4	0	-2	1	10
30: COC(=O)Cc1cc(=O)oc2c(C)c(O)ccc12
    4	-7	-5	4	-4	2	1	5	-1
31: COc1ccccc1N1CCN(C(=O)c2oc3c(c2C)C(=O)CC(C)(C)C3)CC1
    -14	2	34	-1	29*	24	2	14	-14
32: COCCCNC(NC(=O)c1ccc(C)cc1)C(Cl)(Cl)Cl (stereo unspecified)
    7	10	-9	0	1	2	-2	7	1
33: CCCCn1c(N)c(N(CC)C(=O)c2ccc3c(c2)S(=O)(=O)c2ccccc2C3=O)c(=O)[nH]c1=O
    3	17	-1	-1	-4	0	-5	4	1
34: C=CCNc1nc(NCC)nc(N2CCOCC2)n1
    2	9	-16	-1	0	1	-2	-1	11
35: COc1cc(NC(=O)C2=CC(c3ccco3)=NS(=O)(=O)N2C)cc(OC)c1OC
    15	0	0	-1	1	0	5	2	10
36: O=C1CCc2cc(S(=O)(=O)NCc3ccc(F)cc3)cc3c2N1CC3
    14	-3	-14	-2	0	1	0	1	3
37: NC(=O)CC[C@H](NC(=O)[C@H](Cc1ccccc1)n1c(=O)[nH]c2ccccc2c1=O)C(=O)N1CCC[C@H]1C(=O)O
    3	-1	-9	2	2	1	-2	2	5
38: CCCCC(=O)Nc1cccc(NC(=S)NC(=O)COc2ccccc2Cl)c1
    2	0	-2	-4	7	2	-4	3	-7
39: Nc1c(N2CCCC2)cc(Cl)c2nonc12
    3	2	0	-1	-6	4	-4	·	0
40: O=C(NCCCN1CCC(Cc2ccccc2)CC1)c1ccc(CS(=O)c2ccccc2Cl)o1 (stereo unspecified)
    -24	28*	50*	-2	23	7	-7	4	-19
41: O=C1Nc2ccccc2/C1=C/c1ccccc1F
    17	-11	-17	-7	2	0	-7	-3	7
42: NC(=O)c1ccccc1NC(=O)Nc1cccc(Cl)c1
    0	14	-7	2	5	4	1	6	-1
43: Cc1cc(NC(=O)c2cc(-c3ccncc3)nc3c(C)cccc23)no1
    12	-13	-15	-2	0	1	-3	4	7
44: O=C(Nc1nc2ccccc2[nH]1)c1cccc(Cl)c1
    8	-6	-7	5	-6	6	0	0	1
45: O=c1[nH]c(COc2ccc(Cl)cc2Cl)nc2ccccc12
    3	1	1	-5	12	1	5	7	-3
46: O=C(COC(=O)C1(c2ccc(F)cc2)CCCC1)NC1CC1
    8	-1	-2	-1	-1	0	0	1	-2
47: CCOC(=O)c1cccc(NC(=O)c2cnccn2)c1
    11	1	-9	-3	-1	1	-4	2	-4
48: O=C(COc1ccc(F)cc1)NCCNC(=O)COc1ccc(F)cc1
    1	6	4	0	3	1	-2	4	-2
49: Cc1onc(-c2c(Cl)cccc2Cl)c1C(=O)ONC(=O)c1ccccc1
    13	3	-17	0	6	1	-2	3	6
50: O=C(COc1cc(F)ccc1[N+](=O)[O-])Nc1cccc(S(=O)(=O)NC2=NCCC2)c1
    -6	6	7	7	-6	15	-2	7	-5
51: COC(=O)c1ccsc1NC(=O)C1COc2ccccc2O1 (stereo unspecified)
    0	-19	-7	11	0	0	-6	-2	-14
52: Cc1cc(-n2ccc(=O)[nH]c2=O)nc(-c2ccccc2)n1
    7	-1	-6	-1	-7	0	-4	13	2
53: CCOc1cccc(/C=C(/C#N)c2nc3ccccc3[nH]2)c1OCC(=O)O
    4	-9	-11	4	-13	0	-1	7	1
54: CNc1cc(N2CCN(S(=O)(=O)N(C)C)CC2)ccc1[N+](=O)[O-]
    -7	-1	0	0	13	13	-4	3	-13
55: CCN(CCCCN1C(=O)c2ccccc2C1=O)c1ccc2c(c1)C(=O)N(C)C2=O
    -6	-1	6	2	11	18	-8	9	-12
56: CC(O)c1nc2ccccc2n1Cc1nnc(-c2ccc(Cl)cc2)o1 (stereo unspecified)
    3	6	5	-1	7	1	-4	2	-4
57: Cc1cccc(Nc2nc(N3CCCCC3)nc(N3CCCCC3)n2)c1
    7	-4	-4	3	-6	1	-4	-1	6
58: CCNc1ccc(C(=O)OCC)cc1NC(=O)c1cc(S(=O)(=O)N2CCOCC2)ccc1C
    20	-7	-9	1	14	3	8	7	-6
59: COC(=O)c1ccc2nc(-c3cccc(Br)c3)c(Cc3ccccc3C(F)(F)F)n2c1
    ·	4	·	2	4	1	·	4	-5
60: CC(C)(C)c1csc(NC(=O)c2ccccc2O)n1
    -13	2	8	12	0	15	4	8	-21
61: Cn1c(CN2CCCC2)nc2cc(NC(=O)c3cccs3)ccc21
    -3	3	0	-1	8	0	-11	0	0
62: CCN(CC)c1ccc(-c2nn3c(-c4n[nH]c5c4CCC5)nnc3s2)cc1
    8	-9	-4	-7	-11	1	4	8	-11
63: CCOCCCNC(=S)Nc1ccc2nc(N3CCN(CC)CC3)cc(C)c2c1
    -3	-16	5	-4	5	-1	-8	6	-4
64: O=C1NC[C@@H](CCCCN2CCN(CCc3ccccc3)C(=O)C2=O)N(CCc2ccc(O)cc2)C1=O
    ·	-8	·	2	2	1	·	0	-3
65: CCCCCN(C(=O)CCC(=O)OCC(=O)c1ccc(F)c(F)c1)c1c(N)n(CCCC)c(=O)[nH]c1=O
    3	0	-8	-1	-3	0	-6	2	2
66: CN(C)c1ccc(N=Nc2ccc3ncccc3c2)cc1
    -12	8	13	-3	8	15	0	2	-17
